NR2E3 ag-1 – activates human NR2E3 receptor; AID 602229; inhibition of corepressor binding, % at 3.98 µM; 360,000 compounds, 0.35% hits; CHO-S Gal4-NCOR/VP16-NR2E3 two-hybrid, luciferase; Q9Y5X4;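 active means inhibition above the mean of all tested compounds plus 3 SD, cut at about 70% in these data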;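 further: 0% = DMSO with NR2E3 transfected cells and 100% = cells lacking NR2E3 construct; higher means lower luciferase signal from less NR2E3 corepressor binding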
hiPSC survival – increases survival of single human iPS cells; hiPSC single-cell survival, ATPlite luminescence; 100% = ROCK inhibitor wells, 0% = DMSO; survival enhancement, % at 20 µM; 360,000 compounds, 0.044% hits; AID 602274; in the data active means survival enhancement above about 18%;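 further: cells exposed to compounds for 16 hours before the ATP read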
NR2E3 ag-2 – agonists of human nuclear receptor NR2E3; GST-NR2E3/biotin-RetCOR TR-FRET, 1536-well; 320,000 compounds, 0.12% hits; inhibition of corepressor binding, % at 4.78 µM; AID 2300;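 active means percent inhibition above the cutoff of mean plus 3 SD of all tested compounds, set per screening campaign, cut at about 20% in these data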;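 further: 0% = DMSO wells and 100% = biotin wells as full block of FRET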
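Material: NR2E3–RetCOR corepressor complex / Amount: 1.35 nM GST-NR2E3 / Medium: Tris pH 7.5 / Compound: single nominal compound dose of 4.8 µM / Incubation: 5 h at 4 °C / Technique: TR-FRET, Eu(K)-anti-GST donor, streptavidin-D2 acceptor, ex 340, em 617/671 nm / Read-out basis: percent loss of FRET ratio relative to control wells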
CaV13 ICDI inh – Disruptors of the CACNA1D IQ motif to Ca2+-dependent inactivation inhibitor domain association, primary screening, Förster resonance energy transfer in intact living …. HEK cells, CFP/YFP FRET ICDI-IQ, plate reader, 10 min; percent FRET-ratio fall versus neutral wells. inhibition, % at 12.3 µM. 340,000 compounds, 0.098% hits. AID 743397;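 active means mean replicate inhibition of at least 30% and at least 1% of replicates passing that level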;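 further: 0% = median of the neutral control wells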
Shn3 3UTR inh – Schnurri-3 reporter inhibition in Clone20 osteoblasts; Clone20 osteoblast Shn3 3'UTR firefly luciferase, 24 h; inhibition, % at 12.5 µM; 360,000 compounds, 0.52% hits; AID 588674;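 active means mean inhibition of at least 75% with every replicate also reaching 75%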;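 further: 0% = median of neutral control wells and 100% = pilot-screen positive control compound; some compounds past the cut are filed as inactive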
Peg3 prom inh – reduces Peg3 promoter-driven luciferase expression in HeLa. HeLa PEG-Prom luciferase reporter, luminescence, overnight. inhibition, % at 20 µM. 360,000 compounds, 1.7% hits. AID 588405;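 active means inhibition of at least 50% at 20 µM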
HIF-2a inh – blocks HIF-2a reporter activity; 786-0 RCC cells HIF-2a reporter, luciferase luminescence, overnight; inhibition, % at 18.8 µM; 360,000 compounds, 0.72% hits; AID 624352;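 active means inhibition of the luminescence signal of 40% or more relative to plate controls, in a single-dose primary screen at 18.75 µM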
TRPM1 prom inh – inhibitors of MITF-driven TRPM1 promoter in melanoma cells; 330,000 compounds, 0.83% hits; SK-MEL-5 TRPM1 promoter luciferase, 24 h; AID 488899; inhibition, % at 12.5 µM;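 active means mean inhibition across replicates of 60% or more, whatever share of single replicates reaches that level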; further: values of inactives mirror those of a sister screen read the other way
PDI inh – inhibitors of human protein disulfide isomerase. PDI insulin aggregation turbidity, A650, 90 min. AID 588391. P07237. 350,000 compounds, 0.052% hits. inhibition, % at 10 µM;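 active means mean inhibition across replicates of 30% or more, whatever share of single replicates reach that level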;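 further: absorbance from insulin aggregation driven by PDI reduction with DTT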
Target sequence (P07237 whole entry, looked up): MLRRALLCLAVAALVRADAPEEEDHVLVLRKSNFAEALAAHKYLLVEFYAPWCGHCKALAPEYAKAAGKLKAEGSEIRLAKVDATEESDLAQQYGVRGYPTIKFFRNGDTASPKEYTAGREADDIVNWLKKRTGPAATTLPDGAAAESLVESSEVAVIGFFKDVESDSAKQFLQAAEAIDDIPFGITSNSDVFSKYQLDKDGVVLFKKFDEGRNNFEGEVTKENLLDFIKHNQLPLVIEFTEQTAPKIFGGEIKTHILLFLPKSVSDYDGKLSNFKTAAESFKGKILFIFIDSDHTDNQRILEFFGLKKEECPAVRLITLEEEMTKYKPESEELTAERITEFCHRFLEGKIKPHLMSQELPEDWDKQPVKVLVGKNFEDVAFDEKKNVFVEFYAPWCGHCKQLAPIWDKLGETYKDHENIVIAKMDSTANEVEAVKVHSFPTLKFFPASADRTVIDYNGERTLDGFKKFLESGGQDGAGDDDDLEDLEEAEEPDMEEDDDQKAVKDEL
Cardio protect – protects H9c2 cardiomyocytes from peroxide injury; protection from H2O2 cell death, % at 20 µM; 360,000 compounds, 0.63% hits; AID 588492; H2O2 injury protection, ATPLite, 2 h;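 active means compounds giving at least 50% protection of heart cells from peroxide-induced death in the single-dose screen, raw or plate-pattern-corrected value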;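 further: 0% = DMSO wells with peroxide and 100% = DMSO wells without peroxide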
m5-HT2A agonist – agonists of mouse serotonin 5-HT2A receptor (HTR2A) | activation, % at 7.6 µM | CHO-K1 mHTR2A beta-arrestin complementation, luminescence; percent of 30 µM serotonin response | AID 624169 | P35363 | 360,000 compounds, 0.66% hits;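 active means activation above a run cutoff, the mean activation of all tested compounds plus 3 SD, cut at about 14% in these data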;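 further: 0% = plate median of compound wells and 100% = 30 µM serotonin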
Target sequence (P35363 whole entry, looked up): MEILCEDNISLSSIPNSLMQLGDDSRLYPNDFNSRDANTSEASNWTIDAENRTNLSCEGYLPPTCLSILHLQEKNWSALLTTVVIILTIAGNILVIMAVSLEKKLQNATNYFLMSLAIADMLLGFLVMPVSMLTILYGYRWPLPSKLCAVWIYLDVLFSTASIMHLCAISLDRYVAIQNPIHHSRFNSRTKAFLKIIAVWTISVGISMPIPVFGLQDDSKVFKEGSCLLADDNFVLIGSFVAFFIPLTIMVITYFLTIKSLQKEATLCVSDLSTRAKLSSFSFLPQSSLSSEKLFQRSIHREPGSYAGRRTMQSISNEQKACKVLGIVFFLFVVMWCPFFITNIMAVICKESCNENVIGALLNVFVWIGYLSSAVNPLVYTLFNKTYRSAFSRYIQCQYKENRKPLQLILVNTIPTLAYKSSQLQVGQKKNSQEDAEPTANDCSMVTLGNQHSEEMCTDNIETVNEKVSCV
* hit, by the source's call; x = no result given.

Results follow in this order: TRPM1 prom inh	NR2E3 ag-1	m5-HT2A agonist	NR2E3 ag-2	CaV13 ICDI inh	Peg3 prom inh	Shn3 3UTR inh	hiPSC survival	PDI inh	HIF-2a inh	Cardio protect
O=C(COC(=O)c1ccccc1N1C(=O)C2C3CCC(C3)C2C1=O)c1ccccc1 (centres undefined)
 : -9	-11	-2	-5	-3	1	4	-1.7	-4	12	-6
COc1ccc2sc(N(CCCN(C)C)C(=O)c3ccc(C(=O)c4ccccc4)cc3)nc2c1
 : -14	21	-3	4	-1	-39	20	-0.3	0	-37	7
CCCc1cc(=O)oc2cc(C)cc(OCc3nn[nH]n3)c12
 : -1	6	-4	3	-2	0	-51	-4.9	-4	13	8
Cc1cc(C)c(NS(=O)(=O)c2c(C(=O)N3CCOCC3)c(C)n(C)c2C)c(C)c1
 : 4	1	-3	1	-7	-8	24	-0.5	-10	3	-2
COc1ccc(S(=O)(=O)NC2CCCCC2)cc1F
 : 9	-4	0	x	-6	16	26	0.1	4	3	6
COc1ccc(CCN2CC34C=CC(O3)C(C(=O)NCc3ccccc3Cl)C4C2=O)cc1OC (centres undefined)
 : 5	22	-2	0	-5	-4	-6	-1.6	2	4	8
CC1CCN(C(=O)C(C)Sc2nc(-c3ccccc3)cc(C(F)(F)F)n2)CC1 (centres undefined)
 : 21	-29	-7	4	x	29	20	-0.2	-10	-1	-22
CCOc1ccc(NC(=O)C(c2ccccn2)N(C(=O)CCl)c2ccc(OC)cc2)cc1 (centres undefined)
 : 1	-48	1	0	-4	-61	-22	-0.6	-1	-134	-3
CN(C)S(=O)(=O)c1ccc(NC(=O)CSc2nnc(-c3ccco3)o2)cc1
 : 3	6	4	x	-2	12	-5	3.0	-7	2	-4
Cc1ccc(OCCC(=O)Nc2c(C)n(C)n(-c3ccccc3)c2=O)cc1
 : 0	8	0	5	x	19	4	-1.4	-2	10	0
COc1ccccc1-n1c(SCC(=O)N(C)C)nnc1-c1ccco1
 : 7	-3	0	x	-2	11	-6	-0.3	-28	13	4
CN(C)CCCN(C(=O)c1ccc(S(=O)(=O)N(C)Cc2ccccc2)cc1)c1nc2c(F)cccc2s1
 : -9	-20	2	3	-3	-9	-1	-0.4	2	13	-8
Cc1ccc(C(O)c2ncc(-c3ccc(F)cc3)[nH]2)c(C)c1 (centres undefined)
 : x	2	-3	x	-7	15	-5	1.8	-9	11	-10
S=c1[nH]nc(-c2cc(-c3ccccc3)n[nH]2)n1/N=C/c1ccc(Br)s1
 : -8	27	5	2	-2	19	-15	-0.5	9	19	-9
O=c1c2ccccc2ncn1Cc1ccco1
 : 10	0	4	0	-7	2	-6	-0.4	12	-6	10
Cc1c(C)c2ccc(OCC(=O)Nc3ccc(CN4CCOCC4)cc3)cc2oc1=O
 : -1	9	-3	-3	-7	-20	1	-0.4	-8	-31	2
COc1ccc(-c2sc3cc(OC)ccc3c2-c2ccc(OCCN3CCOCC3)cc2)cc1
 : -6	-17	-3	x	-4	23	-23	-1.8	2	3	-6
COc1ccc(NC(C)=O)cc1S(=O)(=O)NC(C)c1ccc(-n2ccnc2)cc1 (centres undefined)
 : -6	-9	-3	5	-6	-18	2	0.3	0	8	7
CCOc1ccc(N=C(C)c2ccccc2O)cc1
 : -13	15	3	2	-5	4	-1	8.7	-7	0	3
O=C(CN1CCCC1)N1c2ccccc2Sc2ccccc21
 : -3	0	4	1	x	4	15	0.5	-1	15	-1

3 compounds already listed, sorted by formula weight, falling.
Results follow in this order: TRPM1 prom inh	NR2E3 ag-1	m5-HT2A agonist	NR2E3 ag-2	CaV13 ICDI inh	Peg3 prom inh	Shn3 3UTR inh	hiPSC survival	PDI inh	HIF-2a inh	Cardio protect
COc1ccc(-c2sc3cc(OC)ccc3c2-c2ccc(OCCN3CCOCC3)cc2)cc1
 : -6	-17	-3	x	-4	23	-23	-1.8	2	3	-6
O=C(COC(=O)c1ccccc1N1C(=O)C2C3CCC(C3)C2C1=O)c1ccccc1 (centres undefined)
 : -9	-11	-2	-5	-3	1	4	-1.7	-4	12	-6
O=c1c2ccccc2ncn1Cc1ccco1
 : 10	0	4	0	-7	2	-6	-0.4	12	-6	10

(cont.)
Results follow in this order: TRPM1 prom inh	NR2E3 ag-1	m5-HT2A agonist	NR2E3 ag-2	CaV13 ICDI inh	Peg3 prom inh	Shn3 3UTR inh	hiPSC survival	PDI inh	HIF-2a inh	Cardio protect
Cc1sc(N)nc1-c1c(C)n(C)c2ccccc12
 : 7	-17	-2	x	-7	-3	-4	-0.5	-1	8	2
CCOC(=O)N1CCN(S(=O)(=O)c2c(C)nc3scc(C)n3c2=O)CC1
 : 17	-28	-5	1	-1	9	5	-0.6	-3	18	6
Cn1c(=O)c2c(nc(SCC(=O)Nc3ccccc3N3CCCCC3)n2C)n(C)c1=O
 : 10	-7	0	2	-9	27	38	-0.8	-8	6	34
COc1ccc(CCNC(=O)C(=O)NCC2OCCN2S(=O)(=O)c2ccc(Br)cc2)cc1 (centres undefined)
 : -7	0	1	2	-3	4	-23	-0.9	6	14	4
COc1cc(OC)cc(-c2c(C#Cc3ccsc3)c3cc(-c4ccc(SC)cc4)ccc3n2C)c1
 : -3	4	-5	x	-10	-2	-3	1.4	-1	-8	2
Cc1ccc(S(=O)(=O)NCC(=O)OCC(=O)NCc2cccs2)cc1
 : 3	-2	-5	2	-2	-26	-10	-0.6	0	1	-7
O=S(=O)(c1ccc(Cl)cc1Br)N1CCCCC1
 : -9	-16	-3	1	-8	9	3	-1.9	-1	17	-4
Cc1ccc(N2C(=O)C3ON(c4ccccc4)C(c4ccncc4)C3C2=O)cc1 (centres undefined)
 : -4	-26	2	-2	-4	-13	-13	1.6	-3	-14	-2
CC1CCN(CC(=O)c2c[nH]c3ccccc23)CC1
 : -4	4	4	4	-4	-43	-7	1.1	-11	-47	-1
COc1ccc(OC)c(CN2CCN(C(=O)c3cccc(S(=O)(=O)Nc4ccc(F)cc4)c3)CC2)c1
 : -2	-2	0	x	-6	1	16	-1.6	-1	17	-8
Cc1ccnc2nc(C(=O)Nc3ccc(S(=O)(=O)N4CCCC4)cc3)nn12
 : -2	-1	2	4	-12	10	1	0.3	11	9	14
COc1cccc(-c2sc3ccccc3c2-c2ccc(OCCN3CCCC3)cc2)c1
 : -2	5	-14	x	-6	100*	48	-3.0	3	-5	-12
CC(C)N(CCO)C(=O)CCc1nnc(CCCc2ccccc2)o1
 : -1	-23	-4	5	-2	-66	-38	-0.1	7	-66	4
CC(C)C(NC(=O)C1CCCCC1)C(=O)Nc1ccc2c(c1)OCCO2 (centres undefined)
 : 5	-61	0	-3	-4	-251	-6	-3.0	-2	-70	-3
CC1=C(C(=O)OCc2ccccc2)C(c2cccnc2)n2ncnc2N1 (centres undefined)
 : 9	-15	2	-1	-5	22	8	-0.8	2	5	13
COc1ccc(C(C)NC(=O)Cc2ccc(Br)cc2)cc1 (centres undefined)
 : -14	-6	-2	4	-6	10	-4	-0.6	-4	2	3
Cc1cc(Cl)c2oc(C(=O)N(C)C(C)c3ccccn3)c(C)c2c1 (centres undefined)
 : -47	-29	3	2	-5	-170	-22	0.5	-5	-160	1
CC(=O)Nc1ccc(NC(=S)Nc2ccccc2)cc1
 : -8	-3	0	3	x	5	6	-0.1	-4	-1	-2
CC(C)c1ccc(NC(=O)CCNS(=O)(=O)c2cccc3nonc23)cc1
 : -3	0	-3	1	-5	5	7	-2.3	-1	23	0
O=C1/C(=C\c2cccnc2)Sc2ccccc21
 : -4	-12	-3	2	-4	-60	9	0.4	-10	-41	-3
Cc1ccc(OCC(=O)NC(=S)Nc2ccc(Br)cn2)cc1
 : -6	-21	-1	-3	-15	7	-14	0.8	8	0	1
COc1cc(/C=C2/C(=O)N(C)C(=S)N2C)ccc1OCc1cccc(F)c1
 : 21	-3	3	4	-4	31	-4	-0.4	-2	-4	-6
Cc1nnc(SCC(=O)NCc2ccc3c(c2)OCO3)s1
 : -8	-12	-4	7	-9	-2	-3	0.8	-9	14	-4
Cn1c2ccccc2c2nnc(SCC(=O)Nc3ccccc3F)nc21
 : -11	7	-5	10	-5	1	9	-0.6	-4	-20	3
CC(CN(C)Cc1ccccc1)OC(=O)C1COc2ccccc2O1 (centres undefined)
 : 4	-3	-5	3	-2	1	-9	2.8	x	3	-2
O=C(CSc1n[nH]c(-c2ccccc2Br)n1)NC(=O)NCc1ccco1
 : 10	-14	-2	0	-3	10	-8	1.9	5	14	2
Cc1cccc(C(=O)Nc2ccc(NC(=O)CN3CCOCC3)cc2)c1
 : 13	-7	3	1	-3	5	-3	-0.5	-2	-6	5
Cc1c(Cc2ccccc2)c(=O)oc2c(C)c(OCc3nn[nH]n3)ccc12
 : 4	-12	1	5	-5	15	-1	1.4	-4	7	-1
CC(Nc1nc(-c2ccc(F)cc2)cs1)c1nc2cc(C(F)(F)F)ccc2n1CCCO (centres undefined)
 : 10	-14	-4	2	-11	16	39	-2.2	-4	-14	-15
COc1cc(C(=O)Nc2cnc(NC(=O)C(C)C)cc2C)cc(OC)c1OC
 : 0	11	-1	-3	0	12	-2	3.0	1	17	0
COc1ccc(CCC(=O)Nc2nc3ccccc3[nH]2)cc1
 : -45	-76	1	5	x	-131	-31	4.6	-9	-139	-4
CC(C)[C@H](N)C(=O)N1CCC(C(=O)N[C@@H](Cc2ccccc2)C(=O)NCc2ccc(F)cc2)CC1
 : -14	-47	-8	-1	-1	-11	-25	-0.5	4	3	-3
CS(=O)(=O)c1ccccc1-c1nnc(NC(=O)c2ccc3ncsc3c2)o1
 : -3	-38	11	3	-6	0	-8	-0.2	-4	-9	9
CCCCOc1ccc(C2C(=O)N(C3CCCCC3)CC(=O)N2CC2CCCO2)cc1 (centres undefined)
 : -1	-20	2	0	-11	11	1	-1.9	-2	14	5
CSc1nc(-c2ccccc2)nn1C(=O)c1ccc(C)cc1
 : -3	-31	0	3	-1	-37	-3	-1.5	0	-48	-1
CCOC(=O)CCC(=O)NCc1ccc2[nH]c(C)cc2c1
 : 6	5	14	-1	x	9	-32	1.1	22	-7	-5
CC(NC(=O)COC(=O)C1CC2CCCC(C1)C2=O)c1ccccc1 (centres undefined)
 : -6	-30	-3	-6	-5	10	3	0.1	6	3	13
O=C1C2CCCN2C(c2cccs2)N1c1ccc(F)cc1 (centres undefined)
 : 6	13	1	3	-7	0	8	-0.9	15	-4	10
COc1ccc(Cn2c(CCC(=O)Nc3ccccc3)nc3cccnc32)cc1
 : -2	-28	-3	3	-4	10	15	-1.6	-11	19	10
CCOc1ccc(-n2c(Cc3cc(=O)[nH]c(=O)[nH]3)nnc2SC(C)C)cc1
 : -7	-39	7	-3	-5	7	-1	-1.5	2	12	-1
CC(=O)c1sc(NC(=O)C2CC(=O)N(Cc3ccccc3)C2)nc1-c1ccccc1 (centres undefined)
 : -6	-17	8	-2	-12	4	7	4.6	-5	41*	1
CCn1cc(C(=O)O)c(=O)c2cc(F)c(N3CCN(C(=S)NC(=O)c4cc(OC)cc(OC)c4)CC3)cc21
 : -5	-1	5	4	-16	1	7	0.5	-5	12	7
